# Source: PubChem BioAssay
# ERAP1 HTS inh: human ERAP1 aminopeptidase inhibitors, primary screen, biochemical, single point, plate reader; Endoplasmic reticulum aminopeptidase 1 (Homo sapiens), Q9NZ08; recombinant ERAP1, Leu-AMC fluorescence, 60 min; inhibition, % at 10.7 µM; 0.15% of 340,000 active; AID 652197, 2013;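 active means mean replicate inhibition of at least 30%, or all replicates individually reaching that 30% level; inactive means mean below 30% and not every replicate reaching it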;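 further: 0% = neutral control wells and 100% = L-leucinethiol positive control wells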
# Cneo AK release: Cryptococcus neoformans cell lysis inducers, primary screen, AK release luminescence, single concentration. 0.2% of 360,000 active. AID 651654, 2012. C. neoformans lysis, adenylate kinase release luminescence, 4 h; normalised: neutral wells 0, clomiphene wells 100. lysis activity, % at 15 µM;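 active means mean lysis activity across replicates of at least 80%, whatever share of replicates individually reach that level; inactive means mean lysis activity below 80%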
#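 Schedule: static 4 h at 37 °C with compound, 1 h detection; system: C. neoformans cells; benchmarks: Clomiphene as positive control; buffer or medium: fresh YPD medium; measure: luminescence rise reflecting yeast cell lysis; measured by: luminescent adenylate kinase detection reagent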
# E-selectin induc: E-selectin induction in HUVECs, primary screen, imaging, HUVEC, immunofluorescence imaging, single point; 0.37% of 260,000 active; activation, % at 7.58 µM; AID 686992, 2013; normalized: neutral wells 0, TNF-alpha wells 100;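 active means mean E-selectin-positive cell signal at least 10% of the positive control, reached in at least 60% of replicates, without over 20% cell loss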;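 further: in these data hits start at about 27%; measured in HUVEC primary endothelial cells; signal is the percent of cells scored E-selectin positive by PE staining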
# Target sequence (P16581 whole entry, looked up): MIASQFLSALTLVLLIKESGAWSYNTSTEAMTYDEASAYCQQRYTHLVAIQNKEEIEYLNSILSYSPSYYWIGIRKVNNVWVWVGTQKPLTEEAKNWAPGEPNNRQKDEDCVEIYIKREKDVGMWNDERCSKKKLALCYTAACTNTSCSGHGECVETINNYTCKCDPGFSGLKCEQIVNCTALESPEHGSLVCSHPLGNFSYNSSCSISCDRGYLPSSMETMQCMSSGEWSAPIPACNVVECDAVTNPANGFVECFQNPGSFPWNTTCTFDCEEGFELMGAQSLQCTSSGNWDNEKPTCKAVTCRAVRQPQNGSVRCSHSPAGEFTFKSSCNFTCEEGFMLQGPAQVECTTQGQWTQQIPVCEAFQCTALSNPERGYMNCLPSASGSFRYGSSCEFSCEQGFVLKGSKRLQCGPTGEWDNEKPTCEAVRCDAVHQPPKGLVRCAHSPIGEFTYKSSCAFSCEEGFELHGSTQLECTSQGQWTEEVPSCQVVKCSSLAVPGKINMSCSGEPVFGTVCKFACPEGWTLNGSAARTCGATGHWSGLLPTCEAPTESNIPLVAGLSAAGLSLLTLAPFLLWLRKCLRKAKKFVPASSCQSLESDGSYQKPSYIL
#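 material = human umbilical vein endothelial cells (HUVEC), E-selectin induction | quantity = 3,000 cells/well | medium = EGM-2 growth medium on 0.1% gelatin-coated wells | technique = immunofluorescence imaging | read-out basis = % PE-positive cells | control set = TNF-alpha positive control, DMSO neutral control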
# RAD52 anneal inh: RAD52 DNA annealing inhibitors, primary screen, biochemical, FRET, single point, set 2; DNA repair protein RAD52 homolog (Homo sapiens), P43351; recombinant RAD52 DNA annealing, FRET fluorescence; inhibition, % at 18.7 µM; 0.46% of 360,000 active;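 active means every replicate showing at least 50% inhibition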
# Target sequence (P43351 whole entry, looked up): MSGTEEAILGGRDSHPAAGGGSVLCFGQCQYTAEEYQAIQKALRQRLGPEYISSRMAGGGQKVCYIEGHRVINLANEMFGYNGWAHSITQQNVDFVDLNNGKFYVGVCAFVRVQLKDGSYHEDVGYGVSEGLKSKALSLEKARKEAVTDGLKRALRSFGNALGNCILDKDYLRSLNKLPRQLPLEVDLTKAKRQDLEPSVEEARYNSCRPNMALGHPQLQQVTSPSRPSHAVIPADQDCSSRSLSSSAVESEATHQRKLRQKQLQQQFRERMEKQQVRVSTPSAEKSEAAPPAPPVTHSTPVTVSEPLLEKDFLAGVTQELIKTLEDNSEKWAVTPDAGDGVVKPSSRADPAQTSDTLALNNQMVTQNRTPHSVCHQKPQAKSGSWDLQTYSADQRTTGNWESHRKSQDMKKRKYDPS
# RAD54 inh: inhibitors of human RAD54 branch migration, primary screen, biochemical, fluorescence, single point; inhibition, % at 10.4 µM; 0.14% of 360,000 active; RAD54 Holliday junction branch migration, FAM/BHQ fluorescence; AID 602329, 2012; DNA repair and recombination protein RAD54-like (Homo sapiens), Q92698;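 active means mean normalized replicate activity at least 40 and at least half of replicates scoring 40 or more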;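 further: 0% = median of neutral control wells and 100% = median of positive control wells; inhibitors cause a drop in the FAM fluorescence signal; in these data hits start at about 50%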
# PglD DTNB: C. jejuni PglD acetyltransferase inhibitors, primary screen, biochemical, DTNB colorimetric, single point. AID 602405, 2012. 0.098% of 360,000 active. purified PglD enzyme, DTNB colorimetric CoA detection. inhibition, % at 12.5 µM; in the data active means inhibition above about 16%, passing the limit was not always enough; further: strong numbers were not always called active
# miR-122 sensor: miR-122 Renilla sensor signal increase in Huh7, primary screen, miR-122 inhibitor project, cell-based, single point, plate reader; Huh7 miR-122 Renilla luciferase sensor, 48 h; neutral wells = 0, positive control = 100; AID 602342, 2012; 0.3% of 340,000 active; activation (reporter increase), % at 12.5 µM;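 active means mean replicate activation score at least 90 and every replicate individually at or above 90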;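 further: higher luciferase means less miR-122 activity so hits act as miR-122 inhibitors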
# PGC1a acetyl inh: inhibitors of PGC1a acetylation signal, primary screen, cell-based, U2OS, AlphaScreen, inhibitor mode; AlphaScreen anti-acetyl-lysine; with virally co-expressed GCN5 acetyltransferase; inhibition, % at 15.6 µM; 0.17% of 350,000 active; AID 651687, 2012;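 active means every replicate shows inhibition of at least 40%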;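 further: 0% = neutral control wells and 100% = positive control wells; some results beyond the cut were filed as inactive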
# Starred values were filed as active, the others as inactive; . = no result given; [ ] = another dose, or the depositor's remark.
structure | ERAP1 HTS inh | Cneo AK release | E-selectin induc | RAD52 anneal inh | RAD54 inh | PglD DTNB | miR-122 sensor | PGC1a acetyl inh
CC1(C(=O)NS(=O)(=O)c2ccccc2)CCN1C(=O)CC1CCCC1 (stereo not given) | -4 | -1 | -0.1 | -10 | -6 | 4 | . | .
CCCNS(=O)(=O)c1cccc(C(=O)NC2CCCc3ccccc32)c1 (stereo not given) | . | -1 | . | . | -5 | 0 | 41 | -5
CCOC(=O)C1=C[C@@H](C2CCCCC2)N(S(=O)(=O)c2ccc([N+](=O)[O-])cc2)[C@H]1c1ccccc1 | -12 | 2 | -0.4 | -7 | 9 | 0 | 29 | -4
O=C(OCc1ccccc1F)c1cnc(Cl)c(Cl)c1 | -4 | 1 | . | -10 | 6 | -5 | -4 | .
CC(=O)N1CCC(C(=O)N2CCN(S(=O)(=O)c3ccc(F)cc3)CC2)CC1 | -2 | -1 | 2.5 | 3 | 0 | -2 | . | .
CCOC(=O)CSc1n[nH]c(=O)n1CCc1ccccc1 | -2 | 3 | 0.0 | -5 | 2 | 6 | -4 | 3
O=C(Nc1ccc(F)cc1)N[C@H]1C=C[C@@H](CC(=O)N2CCOCC2)O[C@@H]1CO | 0 | -2 | -0.4 | 11 | -8 | 2 | 8[16.7 µM] | 7
CCCN(C)C[C@H]1OCCCC[C@@H](C)Oc2ccc(NS(=O)(=O)c3ccc(OC)cc3)cc2C(=O)N([C@H](C)CO)C[C@H]1C | 2 | 0 | 0.2 | 48 | 2 | 2 | -1[16.7 µM] | -4
COc1ccc(NC(=O)Nc2ccc3c(c2)CC(=O)N([C@@H](C)CO)C[C@@H](C)[C@@H](CN(C)C(=O)Nc2ccccc2)O3)cc1 | 0 | -1 | 0.0 | -10 | 2 | 2 | -1[16.7 µM] | 0
CC(C)NC(=O)N(C)C[C@H]1Oc2ccc(NC(=O)C3CCCCC3)cc2CC(=O)N([C@H](C)CO)C[C@H]1C | -2 | -8 | 0.0 | 2 | 18 | 3 | 1[16.7 µM] | .
O=C(C[C@H]1C=C[C@H](NC(=O)Cc2ccccn2)[C@H](CO)O1)NCCc1ccncc1 | 6 | 58 | -0.2 | 17 | 0 | -3 | . | 9
O=C(NC1CC1)C1=C[C@H](c2ccccc2)C[C@H](OCc2ccc(CO)cc2)O1 | -1 | -2 | -0.1 | -17 | 0 | 1 | 2 | 3
O=C(NN=C1CCCCCC1)c1cc2ccccc2cc1O | -2 | 0 | . | -22 | -4 | -2 | . | .
COc1cc(C(=S)N2CCOCC2)ccc1OC(=O)c1cccc(C)c1 | 1 | 1 | . | -8 | 3 | -4 | -5 | -10
CN(Cc1nc2ccccc2[nH]1)Cc1nc(CC2CC2)no1 | 2 | . | 7.9 | -12 | . | . | -1 | .
COc1cc2ncnc(NCc3cc(F)ccc3F)c2cc1OC | -7 | 0 | . | -10 | -8 | -1 | 1 | 11
COCCNC(=O)C1(C)CCN(C(=O)c2oc3ccccc3c2C)C1 (stereo not given) | -2 | 0 | -0.1 | -8 | 1 | 1 | -5 | -6
CC1CCN(CCCNC(=O)c2cn(C)c3ccc(S(=O)(=O)N4CCCC4)cc3c2=O)CC1 | 3 | . | . | 4 | -3 | -3 | -5 | -10
C[C@@H]1CCCCO[C@H](CN(C)C(=O)C2CCCCC2)[C@H](C)CN([C@@H](C)CO)C(=O)c2cc(NC(=O)CCCN(C)C)ccc2O1 | . | 44 | 1.0 | . | 3 | 0 | 5[16.7 µM] | 5
CC(=O)Nc1ccc(NS(=O)(=O)c2cccc3nonc23)cc1 | -5 | -1 | . | -4 | -10 | . | -2 | .

# Next compounds follow:
structure | ERAP1 HTS inh | Cneo AK release | E-selectin induc | RAD52 anneal inh | RAD54 inh | PglD DTNB | miR-122 sensor | PGC1a acetyl inh
COc1ccccc1-c1ccc([C@H]2[C@@H](CO)N3CCCCN(S(=O)(=O)c4cn(C)cn4)C[C@H]23)cc1 | 2 | -1 | -0.4 | -1 | -2 | -6 | -3[16.7 µM] | 4
COc1cccc(C#Cc2ccc([C@H]3[C@H]4CN(S(=O)(=O)c5ccccc5C)CC(=O)N4[C@H]3CO)cc2)c1 | 2 | . | -0.8 | -6 | . | . | . | 7
O=C(Nc1ccc(N2CCOCC2)cc1)c1ccc(Cl)c(S(=O)(=O)N2CCCCC2)c1 | 0 | 0 | 2.2 | -10 | 2 | 8 | . | .
Clc1ccc(OCc2noc(-c3ccsc3)n2)c(Cl)c1 | 3 | . | 0.2 | -12 | . | . | . | 1
Cc1ccc(S(=O)(=O)N2CCOCC2)cc1NC(=O)COc1ccc(-c2nnco2)cc1 | 6 | -1 | . | -14 | -1 | 1 | -2 | 4
CCOC(=O)C1CCN(C(=O)c2cc(S(=O)(=O)N(C)C)ccc2N2CCCC2)CC1 | 2 | 0 | . | 2 | 5 | -2 | 5 | .
O=S(=O)(NCCc1ccc(Cl)cc1)c1cccs1 | -1 | 1 | -0.3 | -14 | 1 | 1 | 29 | .
Cc1ccc[n+](CC(=O)Nc2ccc(C)c(C)c2)c1 | 3 | 0 | 0.3 | 8 | -19 | 5 | -4 | -19
O=C(Nc1ccc2c(c1)OCO2)c1cccc2c1C(=O)N(C1CCCCC1)C2 | -3 | -3 | . | -21 | 5 | -2 | -4 | 4
O=C(Cn1nc(-c2ccccc2)c2ccccc2c1=O)Nc1ccc2c(c1)nc1n2CCOC1 | . | -1 | . | . | 2 | -4 | -1 | 5
CCN(CC)S(=O)(=O)c1ccc(/C=C/C(=O)OCC(=O)c2c(N)n(C)c(=O)n(C)c2=O)cc1 | 0 | -2 | -2.4 | -14 | 3 | . | -12 | 4
CCC(=O)Nc1ccc2c(c1)C(=O)N(C)[C@H]1CC[C@@H](CC(=O)N3CCCCC3)O[C@@H]1CO2 | -2 | -2 | 0.0 | -23 | -5 | -4 | 0[16.7 µM] | 1
CN(C)S(=O)(=O)c1cccc(NC(=O)COc2ccc(S(=O)(=O)N3CCOCC3)cc2Cl)c1 | 1 | 1 | -0.1 | -7 | -4 | 5 | -4 | -4
COc1cc(-c2noc(C)c2C(=O)NCCc2ccccc2)cc(OC)c1OC | . | 2 | 0.1 | -53 | 11 | 6 | . | .
COc1ccccc1/C=N/OCc1ccc(C#N)cc1 | -2 | 1 | 0.2 | 1 | -11 | 3 | 0 | 8
Cc1ccc(CSCc2ccc(C(=O)NC3CCCC3)o2)cc1 | . | 1 | -0.1 | -1 | -8 | 2 | 6 | -4
CCC(=O)c1ccccc1OCCN1C(=O)NC(C)(C)C1=O | 1 | -1 | . | -13 | 2 | 5 | -7 | -2
O=C(CN1C(=O)CC(c2ccco2)Sc2ccccc21)NC1CCCCC1 (stereo not given) | 1 | -1 | 0.0 | -15 | 5 | -2 | -5 | -1
CC(NC(=O)CC12CC3CC(CC(C3)C1)C2)C(=O)O (stereo not given) | -1 | 0 | . | -7 | 13 | 1 | -3 | 13
COc1ccccc1N=Nc1ccc(N)c(C)c1 | 4 | -4 | 0.7 | -10 | -1 | 0 | 1 | -1

# Random excerpt: 5 compounds from above.
structure | ERAP1 HTS inh | Cneo AK release | E-selectin induc | RAD52 anneal inh | RAD54 inh | PglD DTNB | miR-122 sensor | PGC1a acetyl inh
CCC(=O)c1ccccc1OCCN1C(=O)NC(C)(C)C1=O | 1 | -1 | . | -13 | 2 | 5 | -7 | -2
Cc1ccc(S(=O)(=O)N2CCOCC2)cc1NC(=O)COc1ccc(-c2nnco2)cc1 | 6 | -1 | . | -14 | -1 | 1 | -2 | 4
CCN(CC)S(=O)(=O)c1ccc(/C=C/C(=O)OCC(=O)c2c(N)n(C)c(=O)n(C)c2=O)cc1 | 0 | -2 | -2.4 | -14 | 3 | . | -12 | 4
O=C(CN1C(=O)CC(c2ccco2)Sc2ccccc21)NC1CCCCC1 (stereo not given) | 1 | -1 | 0.0 | -15 | 5 | -2 | -5 | -1
CCC(=O)Nc1ccc2c(c1)C(=O)N(C)[C@H]1CC[C@@H](CC(=O)N3CCCCC3)O[C@@H]1CO2 | -2 | -2 | 0.0 | -23 | -5 | -4 | 0[16.7 µM] | 1

# (list continues)
# Order of values – ERAP1 HTS inh, Cneo AK release, E-selectin induc, RAD52 anneal inh, RAD54 inh, PglD DTNB, miR-122 sensor, PGC1a acetyl inh
C[C@@H]1CN([C@@H](C)CO)C(=O)c2cc(/C=C/c3ccccc3)cnc2O[C@@H]1CN(C)Cc1cncnc1
  3, ., 2.5, 1, ., ., ., 11
CCOc1cccc(C(=O)Nc2ccccc2OC(F)F)c1
  ., 4, ., ., -2, 2, -7, -23
CCOC(=O)NC(=O)CSc1nc(C)cc(C)c1C#N
  ., -3, 0.8, ., -9, -5, -11, 0
C/C=C/c1cnc2c(c1)C(=O)N([C@H](C)CO)C[C@@H](C)[C@H](CN(C)C(=O)C1CCOCC1)O2
  0, -6, 0.5, 9, -3, 8, -4[16.7 µM], -1
Fc1ccccc1NC(=S)Nn1cnnc1
  -1, -1, 0.0, -8, -11, 3, ., 1
CC(C)C#Cc1ccc([C@H]2[C@H](CO)N3CCCCN(C(=O)c4ccc(F)cc4)C[C@@H]23)cc1
  3, 59, -0.4, -5, 9, 3, 5[16.7 µM], 6
CCN(c1c(C)n(C)n(-c2ccccc2)c1=O)S(C)(=O)=O
  ., 2, ., ., -2, 2, -2, -6
NS(=O)(=O)c1ccc(N/N=C2/CCCc3ccccc32)c([N+](=O)[O-])c1
  2, ., -1.4, -11, ., ., ., 11
COc1ccc(CN(C)C(=O)c2ccccc2OCc2c(C)noc2C)c(OC)c1
  0, -1, -0.2, 12, 0, 4, 6, 2
CCOc1cccc(C(=O)Nc2ccc(N(CC)CC)cc2)c1
  ., -8, ., ., -1, -6, 3, -5
CC(NC(=O)COC(=O)COc1ccc(Cl)cc1)c1ccccc1 (stereo not given)
  5, 0, -0.2, -9, 8, 3, -1, 2
C[C@@H](NC(=O)C[C@H]1C[C@@H]2c3cc(NC(=O)NC4CCCC4)ccc3O[C@@H]2[C@H](CO)O1)c1ccccc1
  -4, 2, 0.1, 6, -7, 2, -5[16.7 µM], -1
CCOC(=O)c1cccc(NC(=O)C2CCN(S(=O)(=O)c3cccs3)CC2)c1
  -3, 1, ., -25, 1, -3, 0, 10
COc1ccc(-c2nnc(SC(C)C(=O)Nc3c(C)n(C)n(-c4ccccc4)c3=O)o2)cc1 (stereo not given)
  ., -2, ., ., 1, 0, 9, 4
C[C@@H]1CN([C@@H](C)CO)C(=O)c2cc(NC(=O)c3ccccc3)ccc2O[C@@H](C)CCCCO[C@H]1CN(C)S(=O)(=O)c1ccccc1
  1, -1, ., -21, 1, -2, 12[16.7 µM], 1
CCC(=O)Nc1ccc2c(c1)C(=O)N(C)[C@H]1CC[C@H](CC(=O)NC3CCCC3)O[C@H]1CO2
  1, -2, -0.2, -1, 0, -3, 3[16.7 µM], -4
CC(C)c1ccc(NC(=O)Cn2nnc(C(=O)NCc3ccc4c(c3)OCO4)c2N)cc1
  1, 4, ., -12, 7, -5, -1, 28
CCCOc1ccc(/C=N/n2nnnc2N)cc1OC
  -4, -2, ., -14, 3, 3, 2, 3
CN(C)CC(=O)N1[C@H](CO)[C@@H](c2ccccc2)C12CN(CCC(F)(F)F)C2
  1, ., -0.2, -9, ., ., ., -1
